D3 antag: D3 dopamine receptor (human) antagonism | P35462 | D3R cells, DiscoveRx beta-arrestin luminescence, antagonist mode; active compounds read low | max response, negative = inhibition, % | hit rate 2.5% among 360,000 | AID 652054; in the data active = max response below about -50%; inconclusive = no clear call, values can overlap the other calls; note: % is set by controls: 0 for no effect and ±100 for the full control effect; mostly tested at two doses, the higher about 12 µM
Target sequence (P35462 whole entry, looked up): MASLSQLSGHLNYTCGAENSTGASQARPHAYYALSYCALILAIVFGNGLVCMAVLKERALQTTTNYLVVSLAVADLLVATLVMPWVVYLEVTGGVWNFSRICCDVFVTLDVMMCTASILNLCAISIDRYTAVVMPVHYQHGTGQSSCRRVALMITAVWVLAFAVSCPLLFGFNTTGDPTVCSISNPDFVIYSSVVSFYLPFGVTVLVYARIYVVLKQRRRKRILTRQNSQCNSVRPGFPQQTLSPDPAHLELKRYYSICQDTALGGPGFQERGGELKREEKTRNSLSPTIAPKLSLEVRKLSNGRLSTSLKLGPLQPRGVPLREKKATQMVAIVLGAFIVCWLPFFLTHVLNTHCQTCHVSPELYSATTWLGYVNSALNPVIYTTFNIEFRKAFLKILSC
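Cells plated overnight at 1500 cells/well, then exposed to library compounds with dopamine controls for 90 minutes at 37 degrees C. DiscoveRx reagent added for 30–60 minutes at room temperature; luminescence read, quantitative HTS format.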
GLP1R inv ag: acts as inverse agonist at human GLP-1 receptor | hit rate 1.6% among 410,000 | HEK293 GLP-1R CRE-luciferase, luminescence, 24 h; GLP-1R form is constitutively active | Potency, µM (highest dose often 38.3 µM), for the others: at the top dose activity change, negative = inhibition, hits mostly inhibitors | P43220; note: potency is the fitted concentration of half-maximal effect; % is set by controls: 0 for no effect and ±100 for the full control effect; nearly all actives have a fitted effect of over 55% in size
Target sequence (P43220 whole entry, looked up): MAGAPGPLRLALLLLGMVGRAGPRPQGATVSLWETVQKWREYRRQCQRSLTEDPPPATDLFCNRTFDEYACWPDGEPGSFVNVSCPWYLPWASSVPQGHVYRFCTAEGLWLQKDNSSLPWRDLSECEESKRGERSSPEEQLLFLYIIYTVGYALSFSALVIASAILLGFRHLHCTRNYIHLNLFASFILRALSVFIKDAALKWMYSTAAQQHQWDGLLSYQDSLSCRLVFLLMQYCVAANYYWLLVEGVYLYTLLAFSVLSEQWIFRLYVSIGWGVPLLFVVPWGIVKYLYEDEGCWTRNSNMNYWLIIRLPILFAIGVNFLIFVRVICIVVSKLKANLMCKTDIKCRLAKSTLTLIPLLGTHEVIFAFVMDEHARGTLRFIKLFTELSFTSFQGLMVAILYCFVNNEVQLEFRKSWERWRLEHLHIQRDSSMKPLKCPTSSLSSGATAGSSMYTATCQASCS
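HEK293 cells stably co-expressing a cAMP-responsive luciferase reporter and constitutively active GLP-1R were seeded, incubated 12 h, then exposed to compounds for 24 h at 37 C. Luminescence was read 12 min after detection reagent; inverse agonists lower signal.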
TDP-43 yeast inh: TDP-43 toxicity inhibition in yeast | hit rate 1.8% among 410,000 | TDP-43 expressing yeast growth rescue, BacTiter-Glo, 24 h | Potency, µM (titrated, usually from 46.1 µM), for the others: top-dose growth rescue (activation), actives largely listed as activators; note: potency is the fitted concentration of half-maximal effect; % of control where 0% means no effect; nearly all actives have a fitted effect of over 50% in size
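In this qHTS, compounds that restore growth of yeast expressing TDP-43 appear as activators. Cells (OD600=0.02, galactose medium, raffinose-pregrown) are incubated with compound 24 hr at 30 deg C and growth is quantified by BacTiter-Glo.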
PTHR1 ag: PTHR1 (human) receptor agonism; Q03431; HEK293 GP2 PTHR1 cells, GloSensor cAMP luminescence, 1 h; Potency, µM (top dose mostly 115 µM), inactives show top-dose activation, actives largely listed as activators; hit rate 0.075% among 410,000; AID 743266; note: potency is the fitted concentration of half-maximal effect; nearly all actives have a fitted effect of over 55% in size; some results filed as inactive show a strong effect at the top dose; inactives centre near -15; many of its hits are not listed in these tables
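HEK-293-derived GP2 cells expressing PTHR1 and a GloSensor cAMP reporter, 3,000/well, plated overnight, given luciferin plus IBMX (each 0.5 mM as added) for 1 h at 37 °C, then compound for 1 h at 37 °C. Luminescence was read after 15 min at room temperature.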
D3 ag: agonists of human D3 dopamine receptor; max activation, %; D3R DiscoveRx beta-arrestin cells, luminescence, 90 min; hit rate 0.58% among 410,000; AID 652048; P35462; in the data active = max activation above about 30%; note: 0% is about no effect; mostly tested at two doses, the higher about 12 µM
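Agonist-mode cell screen: cells plated at 1500/well and incubated overnight at 37 °C, then exposed to library compounds for 90 min at 37 °C. Detection reagent was added for 30–60 min at room temperature, and luminescence was read.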
HEK293 tox: cytotoxicity counter-screen for GLP-1 receptor inverse agonists; HEK293 cAMP-luciferase reporter cells, luminescence, 24 h; Potency, µM (highest dose often 38.3 µM), without a hit: top-dose activity change, negative = inhibition, hits mostly inhibitors; hit rate 0.13% among 410,000; AID 624418;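 note: loss of luciferase light is scored as toxicity; potency is the fitted concentration of half-maximal effect; % is set by controls: 0 for no effect and ±100 for the full control effect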
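Seeding density was 200 cells/uL; after overnight-length (12 h) culture, 23 nL compounds went on for 24 h at 37 °C. Readout used a luciferase detection reagent, luminescence taken after 12 min at room temperature.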
aSyn yeast inh: inhibitors of alpha-synuclein toxicity in yeast. hit rate 0.14% among 370,000. Potency, µM (top dose mostly 46.1 µM), without a hit: at the highest dose growth rescue (activation), actives largely listed as activators. AID 652106. Yeast expressing alpha-synuclein, growth rescue, BacTiter-Glo, 24 h; note: potency is the fitted concentration of half-maximal effect; % of control where 0% means no effect; nearly all actives have a fitted effect of over 65% in size
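Galactose-induced alpha-syn yeast (OD600=0.02, raffinose-pregrown) + pinned cpd, 24 hr, 30 deg C; growth by BacTiter-Glo luminescence. Growth restoration scores as activation.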
KB-V1 MDR tox: KB-V1 MDR subline cytotoxicity; KB-V1 MDR cells viability, CellTiter-Glo, 72 h; Potency, µM (series often up to 46.1 µM), for the others: top-dose activity change, negative = cytotoxicity, hits mostly cytotoxic; hit rate 3.4% among 400,000; AID 1347076; note: potency is the fitted concentration of half-maximal effect; % is set by controls: 0 for no effect and ±100 for the full control effect; nearly all actives have a fitted effect of over 60% in size
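Cytotoxicity via CellTiter-Glo luminescence after 72 h compound exposure at 37 degrees C. Cells: drug-selected KB-V1 line, DMEM phenol-red free plus 10% FBS. Compounds tested at multiple concentrations; normalized data fitted to concentration-effect curves.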
GLP-1R agonist: GLP-1 receptor (human) agonism; Potency, µM (doses to about 45.6 µM), for the others: at the top dose activation, most hits filed as activators; AID 624172; HEK293 GLP-1R CRE-luciferase, luminescence, 4-6 h; cells express a hypersensitive GLP-1R form; hit rate 0.007% among 380,000; P43220; note: potency is the fitted concentration of half-maximal effect; % of control where 0% means no effect
Starred values were filed as active, the others as inactive; i = inactive; u = inconclusive; x = not tested or not shown; & = joins results of further samples; [ ] = another dose, or the depositor's remark. Unless noted, calls come from the whole dose curve; as a rule, active = well fitted curve in the direction sought with a large enough effect; inconclusive = small, poorly fitted or top-dose-only effect, or another doubt; inactive = no such curve, though single readings can be large; an effect the other way counts as inactive or inconclusive.

canonical_smiles,D3 antag,GLP1R inv ag,TDP-43 yeast inh,PTHR1 ag,D3 ag,HEK293 tox,aSyn yeast inh,KB-V1 MDR tox,GLP-1R agonist
O=C(COC(=O)c1cnccn1)c1ccc(-c2ccccc2)cc1,-10,8%,-2%,-2%,10,-1%,1%,3%,-7%
COc1ccc(CCNC(=O)c2ccc3c(Cl)c4c(nc3c2)CCCC4)cc1OC,x,-15%,0%,-26%,-3,-18%,x,-5%,1%
Cc1oc(-c2ccccc2Cl)nc1CN1CCCCC1c1cccnc1 (stereo not given),-13,-5%,21%,15%,1,-13%,2%,-3%,19%
COc1ccc(Cl)cc1NC(=O)[C@H]1O[C@@H]2OC(C)(C)O[C@@H]2[C@H]2OC(C)(C)O[C@H]21,x,4%,-5%,-21%,11,7%,x,1%,x
Cc1ccccc1OCC(=O)Nc1cccc(C(=O)OCc2cc(=O)n3c(C)csc3n2)c1,x,u,33%,-17%,10,-1%,x,x,x
COc1ccc(CN(Cc2ccc(C(=O)O)cc2)C(=S)Nc2ccccc2C)cc1OC,18,6%,3%,-15%,2,6%,-1%,18%,5%
C/C=C/c1ccc(OCC(=O)OCC(=O)NC2CC2)c(OC)c1,5,6%,-6%,i,2,-3%,0%,28%,0%
C=CCn1c(-c2cc3c(s2)CCC(CC)C3)n[nH]c1=S (stereo not given),-9,5%,25%,-18%,-3,u,-19%,u,10%
Nc1nc(Nc2ccccc2)nc(NCc2ccco2)c1[N+](=O)[O-],-12,u,20µM*,i,7,u,10%,16µM*,18%
CCCCn1c(SCC(=O)N2c3ccccc3CCc3ccccc32)nc2c1c(=O)n(C)c(=O)n2C,-13,2%,8%,-7%[57.5 µM],2,33%[activator],-5%,u,-9%
CC(=O)Nc1ccc(S(=O)(=O)NCC2CCC(C(=O)NC(C)c3ccccc3)CC2)cc1 (stereo not given),12,69%[activator],1%[0.397 µM],i,-2,0%,6%,3%,11%
COc1ccc(C)cc1NS(=O)(=O)c1c(C(=O)N2CCC(C)CC2)c(C)n(C)c1C,x,5%,19%,i,5,-4%,x,x,x
CC(=O)c1cccc(NC(=O)c2sc3nc4n(c(=O)c3c2C)CCCCC4)c1,28,0%,-2%,-86%[inhibitor],11,2%,5%,-11%,10%
CCOC(=O)N1CCN(C(=O)c2ccc3nc4ccsc4c(=O)n3c2)CC1,13,5%,-1%,-23%,4,22%,u,7%,-4%
O=C(c1cccc([N+](=O)[O-])c1)c1ccccn1,-1,2%,16%,i,-1,5%,-6%,3%,13%
CCOc1ccc(NC(=O)CSc2nnc(C34CC5CC(CC(C5)C3)C4)n2C)cc1,-30,u,-2%,-30%,-2,2%,x,0%,-1%
O=S(=O)(O)c1ccc(O)c2cc(Nc3ccccc3)ccc12,-5,1%,-8%,i,8,-13%,1%,0%,-1%
COCCCNC(=O)CC1C[C@H](C(=O)N(C(C)C)C(C)C)[C@@]2(C)c3[nH]c4ccc(OC)cc4c3CCN2C1=O (stereo not given in full),-23,-15%,9%,-18%,-10,-9%,5%,-16%,-1%
N=c1n(Cc2ccccc2)c2ccccc2n1CC(O)c1ccco1 (stereo not given),46,u,4%,i,5,u,-1%,-4%,0%
CCOc1ccccc1-c1cc(-c2ccc(OC)cc2)nc2c1c(=O)n(C)c(=O)n2C,-1,0%,-12%,i,-12,6%,1%,12%,6%
Cc1c(CNCCc2ccccc2Cl)c(C(=O)O)c(C)n1-c1ccccc1,-24,u,-6%,-4%,-9,-3%,17%,u,-1%
Nc1c(C(=O)O)ccc2c1C(=O)c1ccccc1C2=O,u,1%,-4%,-15%,-11,10µM*,1%,u,3%
CN(C)CCCN(C(=O)c1cc2ccccc2oc1=O)c1nc2ccc(F)cc2s1,-9,u,2%,i,-2,-22%,0%,0%,-2%
COc1cccc(NC(=O)Cn2c(=O)n(CCCCC(=O)NCc3ccccc3Cl)c(=O)c3ccccc32)c1,x,9%,9%,-16%,6,3%,x,-5%,-1%
Cc1cc(=O)oc2cc(OCC(=O)OCC(=O)Nc3ccc(C(N)=O)cc3)ccc12,6,3%,14%,-11%,-6,3%,0%,-23%,8%
Cc1onc(-c2c(F)cccc2Cl)c1C(=O)Nc1sc2c(c1C#N)CCC(C(C)(C)C)C2 (stereo not given),u,u,0%,i,2,27%,-5%,-14%,2%
Cc1ccc(C)c(NC(=O)Cn2cc(S(=O)(=O)c3ccc(F)cc3)c(=O)c3cc(F)ccc32)c1,x,4%,23%,-18%,2,1%,x,u,-1%
CCc1nnc(NS(=O)(=O)c2ccc(N=Cc3c(C)[nH]n(-c4ccc(C)cc4)c3=O)cc2)s1,9,-1%,-24%,-17%[57.5 µM],2,7%,-13%,u,1%
O=C(NN1CCOCC1)c1cccc2ccccc12,15,18%,23%,i,-9,2%,2%,u,0%
COCCNC(=O)CCc1nc2cccnc2n1Cc1ccc(OC)cc1,-4,-7%&2%,u,i,-2&9,-2%&2%,-9%,16%&12%,7%
CCCSc1nc2sc3c(c2c(=O)n1-c1ccc(C)c(Cl)c1)CCN(C(C)=O)C3,x,6%,1%,-11%,-3,-2%,x,-7%,x
CCn1c(=O)c2c(nc(SCC(=O)N3CCCC(C)C3)n2C)n(C)c1=O (stereo not given),10,41%[activator],-14%,-14%,23,7%,2%,u,10%
Cc1ccc(-c2nnc(N3CCN(CCO)CC3)c3ccccc23)cc1,-12,u,0%,3%,-14,0%,-6%,-8%,8%
CC(C)(C)CC(=O)Nc1nnc(SCC(=O)N2CCCCC2)s1,12,12%,18%,i,19,1%,-1%,-10%,3%
CC1CCCN(c2nc3c(c(=O)[nH]c(=O)n3C)n2CCCc2ccccc2)C1 (stereo not given),18,1%,u,-1%,2,0%,-2%,11%,10%
CCn1nc(C)c(CNC(=O)c2cc(COc3ccc(C)nc3)on2)c1C,28,-6%,0%,-20%,3,7%,-2%,-22%,1%
CCN(CC)CCn1c2c(c(SCC(=O)Nc3cc(C)cc(C)c3)nc1=O)CCC2,-13,-7%,1%,-17%,0,-5%,4%,2%,10%
CCN(C[C@H]1N[C@@](CC)(C(=O)OC)[C@H]2C(=O)N(C)C(=O)[C@@H]12)C(=O)Nc1ccc(Cl)cc1,6,10%,7%,-17%,7,1%,-4%,-1%,4%
O=c1c2cc([N+](=O)[O-])ccc2nc2n1CCCC2,3,2%,12%,-3%,2,19%,2%,10%,1%
O=C(c1ccco1)N1CCN(C(c2ccccc2F)c2nnnn2CC2CCCO2)CC1 (stereo not given),-23,1%,0%,i,3,57%[activator],-2%,-13%,0%
COc1cc(Cn2c3ccc(NC(=O)CCc4ccc(O)cc4)cc3c(=O)n2C)ccc1F,-5,u,4%,-17%,5,-27%,-2%,-2%,-2%
CC(=O)N1CC=CC1(CC(C)C)C(=O)NCCN1CCOCC1 (stereo not given),19,4%,23%,-66%[inhibitor],3,-18%,-2%,0%,0%
O=C(Nc1ccc(N2CCOCC2)c(Cl)c1)c1ccc(Cl)cc1,5,-7%[0.307 µM],0%,-23%,2,0%[0.307 µM],-8%,u,-3%
c1ccc(COc2ccc(CNCc3cccnc3)cc2)cc1,-4,u,6%,4%,-2,-6%,8%,u,6%
CCn1c(=O)cc(OCC(=O)N2CCc3ccccc32)c2ccccc21,-20,2%,3%,i,-3,8%,-2%,18%,0%
CC(=O)c1cccc(NC(=O)c2oc3c(c2C)-c2nn(Cc4ccc(Cl)cc4)cc2CC3)c1,x,u,-3%,-83%[inhibitor],-8,7%,x,x,x
Cc1nc2ccccc2n1CCc1nc2c3ccccc3nc(SCC(=O)Nc3cccc(C(F)(F)F)c3)n2n1,x,3%,37%,-10%,10,-2%,x,u,x
COCc1cc(C)nc(SCC(=O)NC2CCCCC2C)c1C#N (stereo not given),14,17%,5%,i,5,-2%,3%,x,-7%
Cc1cn(CC(=O)NCCc2ccccn2)c(=O)[nH]c1=O,13,14%,14%,-1%,5,1%,-2%,-17%,1%
Cc1ccc(Cc2nc3ccccc3nc2SCC(=O)N2CCC(C)CC2)cc1,x,u,14%,-94%[inhibitor],-1,-6%,x,0%,-2%
Cc1cccc(C)c1NC(=S)NCc1ccncc1,6,0%,-9%,i,-13,-20%,2%,-4%,1%
C/C(=N\NC(=O)c1nnn(-c2nonc2N)c1-c1cccs1)c1cccc(O)c1,-1,0%,15%,i,6,5%,4%,0%,-2%
O=C(O)CNC(=O)c1ccc(NS(=O)(=O)c2ccc3ccccc3c2)cc1,-7,0%,-26%,12%,-7,20%,2%,6%,-1%
COc1cc(CN2CCN(Cc3c[nH]c4ccccc34)CC2CCO)cc(OC)c1 (stereo not given),0,u,-12%,i,-10,-4%,12%,10%,10%
CCN(CC)S(=O)(=O)c1ccc(NC2c3ccccc3C(=O)N2CCN2CCOCC2)cc1 (stereo not given),-8,0%,0%,i,-6,9%,0%,3%,12%
Clc1cccc(-n2ncc3c(Nc4ccc5c(c4)OCCO5)ncnc32)c1,x,u,0%,-13%,10,-7%,x,-17%,x

Compound activity: PubChem BioAssay, National Center for Advancing Translational Sciences (NCATS)

Not all compounds are listed, so the mix of outcomes need not match the whole.
